From PubChem BioAssay
NPY-Y1 PAM-ag = potentiates or activates human NPY-Y1 receptor; P25929; NPY-Y1 expressing cells, potentiator/agonist activation; activation, % at 3.6 µM; 220,000 tested, 0.37% active; in the data active means activation above about 33%, passing the limit was not always enough;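 further: cells stimulated with NPY at EC10 then isoproterenol at EC100; 0% = low agonist plus stimulus and 100% = saturating agonist plus stimulus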
EP2 antag = inhibitors of human EP2 prostaglandin E2 receptor; inhibition, % at 25 µM; C6 glioma cells expressing human EP2, cAMP TR-FRET; cells stimulated with saturating PGE2; P43116; 260,000 tested, 0.52% active; AID 1422;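 active means percent inhibition above 40 after rounding to a whole number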;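 further: rat C6 glioma host cells with rolipram phosphodiesterase inhibitor present; the protocol text gives 20 µM as final concentration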
Target sequence (P43116 whole entry, looked up): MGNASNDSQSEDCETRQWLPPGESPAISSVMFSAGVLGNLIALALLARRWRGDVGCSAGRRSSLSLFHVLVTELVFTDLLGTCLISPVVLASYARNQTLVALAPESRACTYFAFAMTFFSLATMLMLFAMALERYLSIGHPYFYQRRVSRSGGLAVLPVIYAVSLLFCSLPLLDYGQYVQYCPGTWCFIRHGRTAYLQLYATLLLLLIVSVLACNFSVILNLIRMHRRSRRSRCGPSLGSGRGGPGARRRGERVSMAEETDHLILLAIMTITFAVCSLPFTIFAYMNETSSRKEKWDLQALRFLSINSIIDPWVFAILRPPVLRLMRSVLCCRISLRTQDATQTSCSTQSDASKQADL
14-3-3 Bad PPI = disrupts binding of bovine 14-3-3 zeta to phospho-Bad peptide | inhibition, % at 21.7 µM | TR-FRET 14-3-3zeta/Dy647-pBad peptide displacement, 1 h | P63103 | 220,000 tested, 0.71% active | AID 781;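 active means inhibition above about 70%, limit read from the data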;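 further: 0% = full 14-3-3 plus peptide FRET controls and 100% = background without 14-3-3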
TRPML3 ag = agonists of human TRPML3 channel; HEK293 TRPML3-YFP, Fluo-8 calcium fluorescence; 100% = the carbachol control signal; activation, % at 3 µM; Q8TDD5; 220,000 tested, 0.29% active;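 active means activation above its plate's cutoff, the mean activation of the plate's test wells plus 3 SD, cut at about 12% in these data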;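 further: 0% = DMSO only wells and 100% = carbachol wells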
Target sequence (Q8TDD5 whole entry, looked up): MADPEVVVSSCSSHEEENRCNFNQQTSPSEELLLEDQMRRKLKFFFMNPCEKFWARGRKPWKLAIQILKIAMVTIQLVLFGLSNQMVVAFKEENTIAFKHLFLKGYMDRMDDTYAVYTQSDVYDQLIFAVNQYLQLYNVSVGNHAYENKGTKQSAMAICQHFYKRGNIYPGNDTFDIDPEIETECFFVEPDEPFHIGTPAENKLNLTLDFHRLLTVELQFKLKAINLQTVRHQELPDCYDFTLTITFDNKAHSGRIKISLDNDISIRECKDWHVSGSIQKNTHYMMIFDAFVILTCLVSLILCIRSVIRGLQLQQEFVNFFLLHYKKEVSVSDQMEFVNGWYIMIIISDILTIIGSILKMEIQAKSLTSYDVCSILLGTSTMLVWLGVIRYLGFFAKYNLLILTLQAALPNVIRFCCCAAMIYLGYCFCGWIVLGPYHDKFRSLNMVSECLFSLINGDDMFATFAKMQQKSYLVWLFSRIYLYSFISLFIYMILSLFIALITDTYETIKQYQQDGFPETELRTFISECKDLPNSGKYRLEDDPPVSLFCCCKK
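Test system: TRPML3-YFP stable HEK293 cells. Doses: single point at 3 µM. Incubation: dye loading 1 h 37 °C then 30 min ambient, 125 s read. Signal: Fluo-8 calcium dye fluorescence, ex 470-495, em 515-575 nm. Measure: percent activation from peak-to-basal fluorescence ratio, scaled between DMSO and carbachol.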
NPY-Y1 antag = NPY-Y1 (human) receptor antagonism | inhibition, % at 3.6 µM | AID 1040 | 200,000 tested, 1% active | P25929 | HEK293-CNG Y1 cells, membrane potential fluorescence; NPY at EC95, then isoproterenol;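 active means inhibition above the campaign mean inhibition of all tested compounds plus 3 SD, cut at about 20% in these data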;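 further: 0% = DMSO wells given NPY plus isoproterenol and 100% = isoproterenol alone without NPY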
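Assay system: HEK293 Y1/CNG channel cell line; Doses: single compound dose of 3.6 µM, 0.4% DMSO; Timing: dye 3 h, compound 60 min room temperature, stimulation 45 min; Technique: Membrane-potential fluorescent dye readout; Measure: % inhibition of NPY effect.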
zfTRPN1 agonist = activates the zebrafish TRPN1 channel. HEK293 zebrafish TRPN1-YFP, Fluo-8 calcium fluorescence; 100% = response to 87 µM carbachol. activation, % at 3 µM. AID 1424. 220,000 tested, 0.18% active;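 active means activation above its plate's cutoff, the mean activation of test wells on that plate plus 3 SD, cut at about 19% in these data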;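 further: 0% = DMSO alone and 100% = 87 µM carbachol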
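Assay system: Zebrafish TRPN1-YFP in HEK293 cells | Incubation: Dye loading 1 h at 37 °C, then 30 min room temperature | Measured by: Kinetic Fluo-8 fluorescence, ex 470-495, em 515-575 nm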
EP2 modulator = modulators of human EP2 prostaglandin E2 receptor | P43116 | EP2-expressing cells, cAMP HTRF FRET, PGE2 co-stimulation | induction, % at 25 µM | 260,000 tested, 0.83% active;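 active means compounds whose cAMP rise, as percent of the full-agonist control response, exceeds 60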;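 further: rat C6 glioma line stably carrying human EP2 under a CMV promoter; the protocol text gives 20 µM as final concentration; 100% = response of wells given 1 µM PGE2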
CHOP inhibitor = CHOP inhibition in unfolded protein response; CHO-K1 CHOP-promoter luciferase, tunicamycin-induced, 15-18 h; inhibition, % at 10 µM; 220,000 tested, 3.8% active; AID 2732;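 active means compounds that reduced the stress-induced luciferase reporter signal by more than about 70% of percent inhibition, limit read from the data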;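 further: 0% = tunicamycin plus vehicle and 100% = wells without tunicamycin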
PPC-1+TRAIL kill = compounds killing PPC-1 cancer cells with TRAIL present (potentiator screen, no TRAIL-free arm). 220,000 tested, 0.41% active. cell killing (% activity), % at 4 µM. AID 1443. PPC-1 cells + TRAIL, ATPLite viability luminescence;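 active means cell killing above 50% in the first pass at 4 µM, then a duplicate retest at 5 µM averaging 50% or more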;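 further: plate controls were cells with TRAIL plus DMSO for no effect and medium-only wells lacking cells for full effect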
The depositor's hits bear a star; . = no result given; & = joins results of further samples; [ ] = another dose, or the depositor's remark. A portion of the library, so the mix of outcomes need not match the whole.

| mol | NPY-Y1 PAM-ag | EP2 antag | 14-3-3 Bad PPI | TRPML3 ag | NPY-Y1 antag | zfTRPN1 agonist | EP2 modulator | CHOP inhibitor | PPC-1+TRAIL kill |
| --- | --- | --- | --- | --- | --- | --- | --- | --- | --- |
| CCN(CC)S(=O)(=O)c1cc(NC(=O)C(C)Nc2ccccc2N2CCOCC2)ccc1C (centres undefined) | 9 | 1 | -7 | -1.8 | -2 | -0.1 | -26 | 29 | 14 |
| COc1ccc(OCCC(=O)OCC(=O)c2ccc[nH]2)cc1 | -12 | -1 | -4 | 1.1 | -1 | 0.7 | -25 | 10 | 16 |
| O=C(CSCc1ccc(Br)cc1)N1CCOCC1 | -13 | 4 | -3 | 0.1 | -3 | 0.1 | 3 | -17 | 7 |
| Cc1nnsc1C(=O)NNS(=O)(=O)c1ccccc1 | -1 | 9 | -1 | -0.2 | 2 | 0.7 | 22 | 35 | 10 |
| CN(c1ccccc1)S(=O)(=O)c1ccc(NC(=O)c2cccs2)cc1 | 2 | 7 | 3 | 2.9 | -3 | 6.0 | -38 | -1 | -2 |
| COc1nc(OC)nc(N2CCC(C(=O)NCc3cccs3)CC2)n1 | -11 | 6 | 84* | -0.3 | -4 | 0.4 | -3 | -10 | -1[5 µM] |
| CCOC(=O)/C(N=Nc1c(C)n(C)n(-c2ccccc2)c1=O)=C(\C)O | -31 | 13 | 0[fluorescence artefact?] | 0.3 | 0 | 1.6 | 12 | 12 | 23 |
| O=C(OCc1nc2ccccc2s1)c1ccc(Br)o1 | -14 | 10 | -7 | 0.1 | 1 | -0.4 | 18 | -6 | -4 |
| CCOC(=O)c1ccc(C(=O)OCC)c(NC(=S)Nc2ccc([N+](=O)[O-])cc2OC)c1 | -25 | 3 | -6 | 1.1 | 1 | 2.2 | -2 | 1 | 7 |
| Cc1ccccc1OCC(=O)N/N=C/c1ccc2c(c1)OCCO2 | -39 | 15 | -11[fluorescence artefact?] | 0.7 | 9 | 0.8 | -48 | 27 | 14 |
| CC(C)c1nc2ccc(NC(=O)C3CCCCC3)cc2[nH]1 | -5 | 18 | -3 | 0.3 | 0 | -0.1 | -16 | 2 | 20 |
| CCOC(=O)C1=C(C)N(C)C(C)=C(C(=O)OCC)C1c1ccccc1 | 7 | 10 | -15 | -1.5 | 2 | -1.6 | 67* | 40 | 1 |
| O=S(=O)(NCCc1ccccn1)c1ccc(F)c(F)c1 | 7 | . | -9 | 0.2 | -2 | 0.6 | -1 | 13 | -2 |
| COc1cc([N+](=O)[O-])c(OC)cc1SCc1n[nH]c(=S)n1-c1ccc(F)cc1 | -7 | 10 | -4 | 0.5 | . | 1.0 | -9 | -12 | 19 |
| Cc1cc(CNC(=O)CCc2nnc(CCCCc3ccccc3)o2)nn1C | -12 | 5 | -8 | 0.8 | 0 | 0.2 | 23 | 29 | 16 |
| Cc1ccccc1C(=O)Nc1nc2c(C)csc2c(=O)s1 | -48 | 19 | -8 | 0.1 | . | -0.6 | -20 | 16 | -9 |
| OCC(Cc1ccccc1)NCc1ccccc1C(F)(F)F (centres undefined) | 25 | 8 | 14 | -0.1 | 2 | -0.3 | 3 | 19 | 16 |
| O=C(COc1ccc(-c2ccccc2)cc1)NN=C1CCCC1 | 14 | 4 | -8 | 0.9 | 7 | 1.0 | -4 | 12 | 9 |
| O=C(CSc1nnc2scc(-c3ccccc3)n12)NCC1CCCO1 (centres undefined) | 16 | 0 | 5 | 0.6 | -3 | -0.9 | 1 | 20 | -11 |
| Cc1ccc(-c2noc(CCC(=O)NCc3ccco3)n2)cc1 | -12 | 7 | -7 | 0.1 | 2 | -1.8 | -7 | . | -18 |
| CCOc1cc(/C=C2\C(=O)N(Cc3ccc(C)cc3)C(C)=C2C(=O)OC)ccc1O | -5 | 14 | -6[fluorescence artefact?] | 0.0 | 5 | -0.8 | 44 | 48 | 20 |
| CCCCNC(=O)CCC(=O)Nc1ncc(-c2ccc(C)cc2)n1C | -7 | 4 | -8 | -0.3 | 4 | -0.6 | -12 | 15 | 7 |
| O=C(CSc1ccc2nnc(-c3ccc(Cl)cc3)n2n1)N1CCc2ccccc21 | -3 | . | 13 | -0.1 | 8 | 1.8 | 9 | 79* | 0 |
| CC(C)=C1C2C=CC1C1C(=O)N(c3ccc4c(c3)OCO4)C(=O)C21 (centres undefined) | 5 | 28 | 4[fluorescence artefact?] | 0.0 | 5 | 1.2 | -38 | -20 | -22 |
| Cc1[nH]n(-c2ccc([N+](=O)[O-])cc2)c(=O)c1C=NCC1CCCO1 (centres undefined) | 3 | 11 | -9 | 1.0 | -2 | 1.9 | -65 | -33 | 7 |
| CCc1ccc(C(=O)COC(=O)C(Cc2ccccc2)NC(=O)c2ccc(Cl)cc2)cc1 (centres undefined) | 9 | 14 | 13 | 0.0 | 1 | -0.9 | 46 | 37 | 14 |
| O=C(O)COc1ccc2c(c1)O/C(=C\c1cccs1)C2=O | 17 | 6 | 2 | 0.5 | . | 1.0 | -1 | 8 | 13 |
| Cc1cccc(NC(=O)Nc2ccc3c(c2)N(C)C(=O)CS3)n1 | 4 | 15 | -4 | 0.4 | 3 | 1.8 | -7 | -30 | -4 |
| Cc1ccc(-c2csc3nc4c5ccccc5c(NCCCN(C)C)nn4c(=O)c23)cc1 | -89 | 14 | 54 | 0.0 | 24* | 0.6 | -51 | 102* | 23 |
| CC(C)OC(=O)CSc1nnc(-c2ccc(Cl)cc2Cl)o1 | -24 | 9 | 12 | -0.1 | 13 | 0.3 | -9 | 32 | 14 |
| O=C(CSc1nc2ccccc2c(=O)n1Cc1ccc(F)cc1)NCc1cccs1 | 7 | 10 | -14[fluorescence artefact?] | 0.3 | 0 | -0.8 | 4 | 82* | -5 |
| C=C(C)C(=O)Nc1ccc2c(c1)OCCOCCOCCO2 | 9 | 11 | 44 | 1.1 | . | -1.0 | 11 | 11 | 7 |
| CN(C)C=NC(=O)c1cc(C(=O)c2ccc(C(C)(C)C)cc2)c[nH]1 | -4 | 6 | 5 | 0.4 | 2 | 1.2 | -42 | -18 | 28 |
| COc1ccc(S(=O)(=O)N2CCOCC2)cc1NC(=O)CO/N=C/c1ccccc1OC(F)F | -12 | 6 | 6 | 0.1 | 0 | 1.3 | 4 | 12 | 26 |
| O=[N+]([O-])c1ccc(OCc2cn([C@@H](CO)c3ccccc3)nn2)c(Br)c1 | . | 4 | 14 | . | . | . | -12 | 12 | -5 |
| CC(=O)c1sc(Nc2nc3ccc(F)cc3s2)nc1C | 45* | 12 | . | 3.9 | -20 | 9.1 | . | . | 34 |
| CCOc1cc(C2NC(=O)NC(c3ccccc3)=C2C(C)=O)ccc1OCC(N)=O (centres undefined) | -10 | 16 | -9 | 0.6 | 3 | -0.5 | 10&23 | 3 | 20 |
| CCCCCn1c(SCCc2ccccc2)nc2c1c(=O)[nH]c(=O)n2C | 21 | 9 | -2 | 0.5 | 2 | 0.0 | 52 | 93* | 20 |
| CCCc1nnc(NC(=O)CN2CCN(C)CC2)s1 | 18 | 8 | 41 | 0.8 | 1 | -0.1 | 19 | 25 | 0 |
| Cc1cc(Nc2ccc(C)c(C)c2)n2nc(C)nc2n1 | 13 | 12 | 12 | -0.2 | 2 | -1.5 | -3 | 37 | -1 |

2 entries drawn at random from those above:
| mol | NPY-Y1 PAM-ag | EP2 antag | 14-3-3 Bad PPI | TRPML3 ag | NPY-Y1 antag | zfTRPN1 agonist | EP2 modulator | CHOP inhibitor | PPC-1+TRAIL kill |
| --- | --- | --- | --- | --- | --- | --- | --- | --- | --- |
| CCOc1cc(C2NC(=O)NC(c3ccccc3)=C2C(C)=O)ccc1OCC(N)=O (centres undefined) | -10 | 16 | -9 | 0.6 | 3 | -0.5 | 10&23 | 3 | 20 |
| CCCCCn1c(SCCc2ccccc2)nc2c1c(=O)[nH]c(=O)n2C | 21 | 9 | -2 | 0.5 | 2 | 0.0 | 52 | 93* | 20 |

Carrying on.
| mol | NPY-Y1 PAM-ag | EP2 antag | 14-3-3 Bad PPI | TRPML3 ag | NPY-Y1 antag | zfTRPN1 agonist | EP2 modulator | CHOP inhibitor | PPC-1+TRAIL kill |
| --- | --- | --- | --- | --- | --- | --- | --- | --- | --- |
| NC(=O)CSc1nnc(-c2cc(-c3ccc(Cl)cc3)nc3ccccc23)o1 | 2 | 4 | 0 | 0.2 | 1 | -1.9 | -19 | 0 | 20 |
| C=CCSC(=S)NC1CCS(=O)(=O)C1 (centres undefined) | -5 | 8 | -2[fluorescence artefact?] | 0.9 | 3 | 0.6 | 0 | 70* | 22 |
| CCOc1ccc(N2C(=O)CC(N3CCN(C(=O)c4ccco4)CC3)C2=O)cc1 (centres undefined) | 2 | 6 | -5 | 0.5 | -6 | 0.2 | -37 | -19 | 9 |
| O=C(Cn1nnc(-c2ccccc2)n1)NCc1cccs1 | -16 | 4 | -2 | -0.5 | 11 | -1.0 | 7 | 4 | 8 |
| CC(c1ccco1)N(C(=O)Nc1ccc(Cl)cc1)c1ccccn1 (centres undefined) | -6 | 20 | -6 | 0.6 | 3 | 1.9 | 6 | -17 | -6 |
| Cc1cc(C)cc(C(=O)NN2CCOCC2)c1 | -6 | 6 | -4 | 1.0 | 9 | 0.9 | 2 | 30 | 1 |
| CCCCn1c(NCc2ccncc2)nc2ccccc21 | -3 | 9 | -10 | 0.9 | 1 | -1.3 | 23 | -2 | 10 |
| CCOC(=O)C1=C(C)NC(=O)NC1c1ccc(OC)c(CN2CCOCC2)c1 (centres undefined) | -4 | 21 | -3[fluorescence artefact?] | 0.5 | -1 | 0.5 | 15 | 22 | 22 |
| COc1ccc(C(=O)CSc2nc3ccccc3n2CC(=O)c2ccccc2)cc1 | 9 | 5 | -1 | 0.2 | 0 | 0.1 | -6 | 15 | 1 |
| COC(=O)c1cccc(NC(=O)CCNC(=O)c2ccc([N+](=O)[O-])cc2)c1 | -3 | 2 | -2 | 0.0 | 7 | -1.1 | 1 | -1 | 16 |
| Oc1ccc(N2CCN(C(c3cccnc3)c3nnnn3Cc3ccccc3)CC2)cc1 (centres undefined) | 12 | 13 | -3 | -0.7 | 3 | 0.2 | -3 | 27 | 1 |
| CN(C)c1ccc(/C=N/N2C(=N)N(c3ccccc3)C(=S)C2=Nc2ccccc2)cc1 | 0 | . | . | 0.0 | -3 | -0.7 | . | . | . |
| Cc1ccccc1N1CCN(c2ccc(NC(=O)C3CCCCC3C(=O)O)cc2)CC1 (centres undefined) | 16 | 4 | -5 | 0.1 | -4 | -1.0 | 1 | 11 | -10 |
| CCn1c(=O)c([N+](=O)[O-])c(NC2CCS(=O)(=O)C2)c2ccccc21 (centres undefined) | -3 | 7 | -5 | 0.6 | . | 2.5 | -2 | 9 | 7 |
| CC(C(=O)Nc1ccc(OCc2ccccc2)cc1)N1CCCC1 (centres undefined) | 3 | 5 | -14 | 0.0 | 2 | 2.1 | -62 | 2 | 12 |
| CCn1c(=O)c([N+](=O)[O-])c(NCc2ccco2)c2ccccc21 | -12 | 10 | -3 | -0.7 | . | 0.7 | -7 | 5 | 5 |
